Source: PubChem BioAssay
CaV13 FRET inh: Disruptors of the CACNA1D IQ motif to Ca2+-dependent inactivation inhibitor domain association, primary screening, Förster resonance energy transfer in intact living …. HEK cells, CFP/YFP FRET ICDI-IQ, plate reader, 10 min; percent FRET-ratio fall versus neutral wells. 340,000 tested, 0.098% active. inhibition, % at 12.3 µM. AID 743397;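 active = mean replicate inhibition of at least 30% and at least 1% of replicates passing that level; inconclusive = only one of the two criteria is met; inactive = neither criterion is met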;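 also: 0% = median of the neutral control wells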
ABCB6 inh 2: ABCB6 transporter inhibitors, primary screen, K562-ABCB6 cells, flow cytometry, MLPCN library | K562-ABCB6 porphyrin accumulation, 1 h; active compounds read low | fluorescence ratio to DMSO, % at 10 µM | 360,000 tested, 0.19% active | AID 602162, 2011;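 active = fluorescence ratio to DMSO below 75%, the collection mean minus 3 SD; inconclusive = too few cells collected in the well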;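 also: signal is porphyrin accumulated inside mitochondria; 100% equals median channel fluorescence of DMSO control wells; lower ratio means ABCB6 inhibition with less porphyrin fluorescence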
hiPSC survival: enhancers of single-cell hiPSC survival, primary screen, ATPlite luminescence; 360,000 tested, 0.044% active; 100% = ROCK inhibitor wells, 0% = DMSO; survival enhancement, % at 20 µM; in the data active = survival enhancement above about 18%;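 also: cells exposed to compounds for 16 hours before the ATP read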
aDG glyco up: activators of alpha-DG glycosylation, primary screen, uHTS, Pro5-aDG cells, AlphaScreen. alpha-DG glycosylation AlphaScreen (IIH6); 0% Pro5, 100% B10-LARGE cell signal. activation, % at 10 µM. 360,000 tested, 0.22% active. AID 624168, 2012;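 active = activation of at least 8% versus controls, or a plate z-score of at least 8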;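 also: Pro5 are CHO cells carrying HIG-tagged alpha-DG that lacks glycosylation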
N-glyco inh: increase of ERlucT glycosylation luciferase signal, primary screen, N-linked glycosylation inhibitor project, D54 ERlucT cells, luminescence, set 2; D54 ERlucT glycosylation luciferase reporter, 24 h; percent of 100 nM tunicamycin response; reporter increase, % at 12.5 µM; 360,000 tested, 0.23% active; AID 588692, 2011;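 active = mean luciferase reporter signal, scaled so untreated is 0 and the glycosylation-blocking control 100, at or above a set limit in every replicate; inconclusive = mean reaches the limit but not every replicate does; inactive = mean below the limit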;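 also: luciferase carries N-glycosylation sites so blocking glycosylation raises the light; 0% = median of neutral control wells and 100% = median of 100 nM tunicamycin wells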
Vif imaging: HIV Vif self-association inhibitors, primary screen, imaging, HEK293T, single point. HEK293T cells, Vif self-association by quenched fluorescence, 24 h. inhibition, % at 7.49 µM. 340,000 tested, 0.35% active. AID 602346, 2012; in the data active = inhibition above about 50%, passing the limit was not always enough; inconclusive = no clear call, values can overlap the other calls; inactive = below about 31%; also: some results filed as inactive read as strong as hits
Cardio protect: cardioprotection against H2O2-induced cell death, primary screen, uHTS, H9c2 cells, ATPLite luminescence; H9c2 cardiomyocytes, H2O2 injury protection, 2 h; protection from H2O2 cell death, % at 20 µM; 360,000 tested, 0.63% active; AID 588492, 2011;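 active = compounds giving at least 50% protection of heart cells from peroxide-induced death in the single-dose screen, raw or plate-pattern-corrected value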;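 also: 0% = DMSO wells with peroxide and 100% = DMSO wells without peroxide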
Exocytosis inh: LAMP-1 surface exposure blockers, TALL-104 cells – cell-based, flow cytometry, MLPCN library, primary screen. TALL-104 LAMP-1 surface exposure; cells stimulated with thapsigargin and PMA. inhibition, % at 10 µM. 360,000 tested, 0.66% active. AID 651702, 2012;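 active = inhibition above about 55%, limit read from the data; inconclusive = no clear call, values can overlap the other calls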
PDI inh: inhibitors of human PDI, primary screen, biochemical, turbidity, single point, plate reader; Protein disulfide-isomerase (Homo sapiens), P07237; PDI insulin aggregation turbidity, A650, 90 min; inhibition, % at 10 µM; 350,000 tested, 0.052% active; AID 588391, 2011;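 active = mean inhibition across replicates of 30% or more, whatever share of single replicates reach that level; inconclusive = mean inhibition below 30% while every single replicate reaches 30%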;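 also: absorbance from insulin aggregation driven by PDI reduction with DTT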
Target sequence (P07237 whole entry, looked up): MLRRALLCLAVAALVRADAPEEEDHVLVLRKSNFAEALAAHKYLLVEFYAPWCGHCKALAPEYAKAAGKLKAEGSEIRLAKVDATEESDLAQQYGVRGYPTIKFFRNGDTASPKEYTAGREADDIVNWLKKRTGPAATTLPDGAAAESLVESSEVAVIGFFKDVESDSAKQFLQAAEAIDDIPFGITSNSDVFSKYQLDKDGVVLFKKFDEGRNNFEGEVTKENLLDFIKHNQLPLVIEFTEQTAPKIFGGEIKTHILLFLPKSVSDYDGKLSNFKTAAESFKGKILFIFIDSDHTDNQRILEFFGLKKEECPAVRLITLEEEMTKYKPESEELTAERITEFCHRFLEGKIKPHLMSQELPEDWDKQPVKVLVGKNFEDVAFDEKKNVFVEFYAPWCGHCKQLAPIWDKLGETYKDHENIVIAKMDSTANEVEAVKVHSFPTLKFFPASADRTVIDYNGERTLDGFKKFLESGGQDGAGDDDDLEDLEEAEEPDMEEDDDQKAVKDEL
m5-HT2A agonist: mouse Htr2a agonists via beta-arrestin recruitment, primary screen, cell-based, luminescence. 5-hydroxytryptamine receptor 2A (Mus musculus), P35363. activation, % at 7.6 µM. 360,000 tested, 0.66% active. CHO-K1 mHTR2A beta-arrestin complementation; percent of 30 µM serotonin response;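 active = activation above a run cutoff, the mean activation of all tested compounds plus 3 SD, cut at about 14% in these data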;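 also: 0% = plate median of compound wells and 100% = 30 µM serotonin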
Target sequence (P35363 whole entry, looked up): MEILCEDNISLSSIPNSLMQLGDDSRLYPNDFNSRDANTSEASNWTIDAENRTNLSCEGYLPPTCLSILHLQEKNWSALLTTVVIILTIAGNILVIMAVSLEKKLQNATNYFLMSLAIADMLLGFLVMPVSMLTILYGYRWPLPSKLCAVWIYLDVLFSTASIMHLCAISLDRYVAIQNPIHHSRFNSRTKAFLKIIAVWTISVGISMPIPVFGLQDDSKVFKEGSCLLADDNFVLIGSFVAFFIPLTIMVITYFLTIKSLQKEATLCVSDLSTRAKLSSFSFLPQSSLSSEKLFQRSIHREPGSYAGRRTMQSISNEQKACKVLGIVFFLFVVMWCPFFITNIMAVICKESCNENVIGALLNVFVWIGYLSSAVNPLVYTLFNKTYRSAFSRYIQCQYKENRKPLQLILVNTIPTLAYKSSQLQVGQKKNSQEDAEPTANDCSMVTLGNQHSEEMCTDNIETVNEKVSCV
* = called active by the depositor; ? = inconclusive; . = no result given. An unsorted share of the library, and some 3.1% of all compounds hit somewhere here.

Values run as follows: CaV13 FRET inh	ABCB6 inh 2	hiPSC survival	aDG glyco up	N-glyco inh	Vif imaging	Cardio protect	Exocytosis inh	PDI inh	m5-HT2A agonist
- C/C(=N\N=C1\NC(=O)C(CC(=O)NCc2ccccc2)S1)C(C)C (stereo not given)
→ -5	102	1.2	-0.3	2	-4	2	0	-1	0
- Cn1cc(CN2CCC(n3nccc3NC(=O)CCCc3ccccc3)CC2)cn1
→ -2	100	0.2	3.8	1	-4	1	0	12	-6
- Cc1cc(NCc2ccccn2)n2nc(C)c(-c3ccc(Cl)cc3)c2n1
→ -3	92	4.1	2.1	2	-14	11	6	0	2
- CC(=O)Nc1nnc(CSCc2ccc(F)cc2)s1
→ -4	95	0.0	0.0	-1	-1	-1	6	2	3
- COc1cc(C2=NOC(C(=O)N3CCN(c4ccc(F)cc4)CC3)C2)cc(OC)c1OC (stereo not given)
→ -4	91	-1.3	-0.1	4	-6	8	-2	-9	3
- CC(C)Cc1ccc(C(C)C(=N)N)cc1 (stereo not given)
→ -1	102	-0.7	0.4	4	3	-9	-9	-1	-1
- COc1ccc(Cl)cc1NC(=O)COC(=O)C1CC(=O)N(Cc2ccccc2)C1 (stereo not given)
→ -6	100	-0.5	0.0	0	4	1	-3	0	1
- CC1(C(=O)NS(=O)(=O)Cc2ccccc2)CCN1C(=O)CCc1ccccc1 (stereo not given)
→ -5	97	2.8	0.0	2	4	1	-3	-2	-1
- CCc1ccc(N2C(=O)CC(Cn3nc(C)cc3C)C2=O)cc1 (stereo not given)
→ -20	100	-0.7	0.0	1	3	1	13	2	5
- COC(=O)[C@H]1C[C@@]2(O)CN(S(=O)(=O)c3ccc(C)cc3)C[C@@]2(OC(=O)NC2CC2)C[C@H]1C(=O)OC
→ -3	99	-1.2	-0.1	3	0	-3	9	-9	-1
- O=C(C=Cc1ccco1)c1ccco1
→ -5	98	0.9	0.8	3	?	4	30	8	-2
- CC1CCC2(CC1)NC(=O)N(CC(=O)c1ccc[nH]1)C2=O (stereo not given)
→ .	91	-0.1	1.6	0	0	-4	2	5	5
- CC(C)n1nnnc1C1c2ccccc2C(=O)N1Cc1cccc(F)c1 (stereo not given)
→ -7	99	0.4	0.2	.	.	.	3	.	-1
- NC(=O)CSc1nnc(-c2cccc(S(=O)(=O)N3CCOCC3)c2)n1C1CCCCCC1
→ 0	102	1.2	-0.1	-1	0	4	2	3	0
- COC(=O)c1ccc(N2CCCCC2)c(NS(=O)(=O)c2ccc(C)cc2)c1
→ -7	92	-1.4	0.0	-5	-12	-10	-1	-5	-4

Some of the entries so far, field by field:
NC(=O)CSc1nnc(-c2cccc(S(=O)(=O)N3CCOCC3)c2)n1C1CCCCCC1
  CaV13 FRET inh: 0
  ABCB6 inh 2: 102
  hiPSC survival: 1.2
  aDG glyco up: -0.1
  N-glyco inh: -1
  Vif imaging: 0
  Cardio protect: 4
  Exocytosis inh: 2
  PDI inh: 3
  m5-HT2A agonist: 0

Cn1cc(CN2CCC(n3nccc3NC(=O)CCCc3ccccc3)CC2)cn1
  CaV13 FRET inh: -2
  ABCB6 inh 2: 100
  hiPSC survival: 0.2
  aDG glyco up: 3.8
  N-glyco inh: 1
  Vif imaging: -4
  Cardio protect: 1
  Exocytosis inh: 0
  PDI inh: 12
  m5-HT2A agonist: -6

(more compounds)
Values run as follows: CaV13 FRET inh	ABCB6 inh 2	hiPSC survival	aDG glyco up	N-glyco inh	Vif imaging	Cardio protect	Exocytosis inh	PDI inh	m5-HT2A agonist
- CC1=NNC(=O)C1C(c1ccc(Cl)cc1)C(C#N)C#N (stereo not given)
→ -18	96	4.8	-0.1	3	-3	14	17	7	-2
- O=C(CSc1nc2ccccc2o1)N1CCN(c2ccc(Cl)cc2)CC1
→ -8	98	6.9	0.2	0	5	-1	-1	1	0
- C[C@H]1NS(=O)(=O)c2ccc(Br)cc2O[C@H]1c1ccccc1
→ -6	103	2.4	-0.1	-2	10	0	-4	-4	4
- COc1ccc(Cc2nc3ccc(C(=O)NCc4ncc(C)[nH]4)cc3o2)cc1OC
→ -3	94	-0.6	0.0	2	4	1	-1	4	-3
- CC(=O)N(C(C)=O)c1ncc2c([nH]c3ccccc32)c1C#N
→ .	102	0.7	1.0	-12	-5	-5	1	-2	7
- Cc1nc(-c2cccc(Br)c2)ccc1C(=O)O
→ -7	95	0.1	-0.2	1	11	-5	-1	2	2
- COc1ccc(C(=O)NC(=O)COC(=O)C2CC2C)cc1 (stereo not given)
→ -4	97	-0.3	0.0	2	21	4	3	-9	2
- Cc1ccc(S(=O)(=O)N2CCCC2C(=O)O)s1 (stereo not given)
→ -5	103	0.1	-0.4	3	-1	2	8	1	-4
- Cc1ccc2nnc(Cl)n2n1
→ -4	102	8.1	0.0	0	19	2	3	17	11
- CCc1noc(C)c1C(=O)NNC(=O)c1nn(CC)c(=O)c2ccccc12
→ .	101	-0.4	-0.2	0	10	1	-3	-5	-3
- Cc1ccc(SCCN2CCC(NC(=O)OCc3ccccc3)CCC2=O)cc1 (stereo not given)
→ 8	101	-2.7	-0.5	-1	10	-2	12	-1	1
- CC(=O)N1N=C(c2ccccc2)OC12CCCC2
→ -5	100	2.6	-0.2	-1	.	-4	-1	2	0
- O=C(CSc1ccccc1)NC1CCCCCC1
→ -5	99	-0.3	0.3	-2	6	-3	-2	4	-5
- COc1cc(/C=C2/SC(=S)N(c3ccccc3)C2=O)ccc1Oc1nc(N2CCOCC2)nc(N2CCOCC2)n1
→ -8	96	-1.6	-0.4	-2	5	5	-3	-12	3
- C/C(=C\c1ccccc1)CN1CCC(C(=O)N2CCC(C)CC2)CC1
→ -6	92	-4.0	0.5	3	3	-4	0	-4	-4
- Cc1ccc(S(=O)(=O)N2CCOCC2)cc1C(=O)OCC(=O)Nc1ccc2[nH]c(=O)[nH]c2c1
→ -7	100	-0.3	0.6	1	-1	-2	20	0	2
- CN(Cc1cccc(F)c1)C(=O)c1cc(S(=O)(=O)N2CCOCC2)ccc1N1CCCC1
→ -13	106	-0.1	-0.1	4	0	3	-3	12	-8
- Cc1ccc(Cc2c(-c3ccc(F)cc3)nc3ccc(Cl)cn23)cc1
→ -10	100	-1.4	-0.1	0	-8	-4	-7	1	-3
- COc1cc2c(cc1OC)CN(Cc1ccccc1)CC2
→ -5	101	-0.5	0.0	0	7	4	-2	-4	-4
- Cc1c(-c2nc(-c3ccc(C(C)(C)C)cc3)no2)n(C)oc1=O
→ 4	106	-0.7	0.1	-11	-4	2	-2	13	-2
- O=C(CN1CCOCC1)NCc1cc([N+](=O)[O-])ccc1O
→ -5	101	-0.5	0.1	1	-7	3	-4	6	-1
- CN(C)c1ccc(P(=O)(OCc2ccccc2)C(O)c2ccncc2)cc1 (stereo not given)
→ -6	102	-0.2	-0.2	2	2	3	-2	-5	-1
- CN(C(=O)COc1ccc(S(=O)(=O)N2CCOCC2)cc1[N+](=O)[O-])C1CCS(=O)(=O)C1 (stereo not given)
→ -1	93	-0.2	0.1	1	-5	3	-4	-4	4
- COc1ccc(C(=O)N/N=C2\SCC(=O)N2Cc2ccc3c(c2)OCO3)c(OC)c1
→ -18	103	0.1	-0.4	-3	-1	-5	-1	-9	2
- COc1ccc(S(=O)(=O)N(C)CC(=O)Nc2cccc(C(C)=O)c2)cc1Cl
→ -6	95	-0.1	0.1	0	-2	-2	-3	14	0
- O=C1CCC([N+](=O)[O-])C(c2ccc(Cl)cc2Cl)N1 (stereo not given)
→ .	104	-0.2	-0.1	-3	2	2	3	13	0
- COc1ccc(CC(=O)Nc2ccc(S(=O)(=O)N3CCN(C)CC3)cc2)cc1
→ -7	100	1.2	-0.1	-1	25	1	-2	-6	0
- CCN1CCN(CNC(=O)c2cnccn2)CC1
→ -4	102	-1.1	0.1	-3	-14	2	1	-5	7
- O=C(NCc1ccccn1)c1cn(Cc2ccccc2)nn1
→ -6	94	-2.3	0.4	1	3	-7	0	4	2
- CC(c1ccccc1)C1CC(=O)N(Cc2ccccc2)C1=O (stereo not given)
→ -16	103	0.1	-0.4	5	-4	4	-1	-6	-2

5 compounds already listed, ordered by the number in CaV13 FRET inh, falling.
SMILES	CaV13 FRET inh
Cc1c(-c2nc(-c3ccc(C(C)(C)C)cc3)no2)n(C)oc1=O	4
COc1cc2c(cc1OC)CN(Cc1ccccc1)CC2	-5
O=C(NCc1ccccn1)c1cn(Cc2ccccc2)nn1	-6
CN(Cc1cccc(F)c1)C(=O)c1cc(S(=O)(=O)N2CCOCC2)ccc1N1CCCC1	-13
CC(c1ccccc1)C1CC(=O)N(Cc2ccccc2)C1=O (stereo not given)	-16

The list goes on.
Values run as follows: CaV13 FRET inh	ABCB6 inh 2	hiPSC survival	aDG glyco up	N-glyco inh	Vif imaging	Cardio protect	Exocytosis inh	PDI inh	m5-HT2A agonist
- CCC(=O)OCCCCCCOc1ccc(C(=O)O)cc1
→ -3	98	-0.6	0.1	1	16	-5	-2	2	4
- CN(CC(=O)Nc1cccc(F)c1)C(=O)c1ccc(C2SCCS2)cc1
→ -15	101	0.2	-0.1	-2	-7	-3	1	-5	-3
- Cc1ccc(C2/C(=C(\O)c3ccc4c(c3)OCCO4)C(=O)C(=O)N2CC2CCCO2)cc1 (stereo not given)
→ -2	107	-0.2	-0.2	-1	.	1	?	-6	0
- O=C(OCc1nc2ccsc2c(=O)[nH]1)c1cc(Br)c(Br)s1
→ -6	101	0.1	-0.1	1	0	10	-2	1	6
- COc1ccc(/C=N/NC(=O)c2ccn[nH]2)cc1COc1ccc(Cl)cc1Cl
→ .	98	-1.1	0.1	-3	-21	-14	5	-9	-3
- COC(=O)c1ccc(OCCCCN2CC(C)OC(C)C2)cc1 (stereo not given)
→ -10	95	-0.2	0.6	2	0	-2	-2	7	2
- c1cnc2nc(CSc3ncn[nH]3)cn2c1
→ -5	100	-0.5	0.9	0	1	-1	0	2	0
- CC1CCCN(S(=O)(=O)c2ccc(NC(=O)CNC3CCCC3)cc2)C1 (stereo not given)
→ -3	99	-0.2	-0.1	-7	6	-2	-12	10	2
- COCC(=O)n1nc(NCc2ccc(OC)cc2)nc1NCc1ccc(OC)cc1
→ -3	94	-0.6	0.0	4	3	-7	0	-3	-7

Record cards (already shown). Screens in order: CaV13 FRET inh	ABCB6 inh 2	hiPSC survival	aDG glyco up	N-glyco inh	Vif imaging	Cardio protect	Exocytosis inh	PDI inh	m5-HT2A agonist
`O=C(OCc1nc2ccsc2c(=O)[nH]1)c1cc(Br)c(Br)s1` in the list: -6	101	0.1	-0.1	1	0	10	-2	1	6
`COCC(=O)n1nc(NCc2ccc(OC)cc2)nc1NCc1ccc(OC)cc1` in the list: -3	94	-0.6	0.0	4	3	-7	0	-3	-7
